Bioassay records as filed in PubChem BioAssay.
Gli-Sufu block – antagonists of Gli-Sufu signaling | AID 588413 | Sufu-KO-LIGHT fibroblasts, Gli luciferase reporter luminescence | 340,000 compounds, 0.74% hits | inhibition, % at 5 µM;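 active = inhibition above about 55%, limit read from the data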;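 note: 0% = DMSO-treated cells and 100% = wells with medium but no cells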
NR3A LBD binder – modulates the human NR3A ligand-binding domain | AID 1259313 | Tm shift relative to glycine control, % at 25 µM | 340,000 compounds, 2.5% hits | NR3A LBD differential scanning fluorimetry, Tm shift; 0% = protein alone, 100% = glycine-bound protein;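 active = melting temperature shift of at least 10% of the positive control shift, at one fixed dose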
CXCR6 inh – CXCR6 (human) receptor inhibition; CHO-K1 PathHunter CXCR6 beta-arrestin, luminescence; O00574; 360,000 compounds, 0.36% hits; inhibition, % at 20 µM; in the data active = inhibition above about 34%, passing the limit was not always enough;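 note: antagonist mode with CXCL16 agonist at 10 nM final; 0% = 10 nM CXCL16 with DMSO and 100% = unstimulated wells without agonist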
MPTP block – blocks calcium-induced mitochondrial swelling; isolated mouse mitochondria, Ca2+ swelling absorbance, 30 min; inhibition, % at 10 µM; 360,000 compounds, 1.4% hits;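 active = inhibition of 50% or more, scaled per plate between neutral and stimulator controls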;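 note: 0% = DMSO wells given calcium and 100% = 1 mM EGTA wells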
APOBEC3A inh – inhibitors of human APOBEC3A DNA deaminase; P31941; recombinant A3A, FAM/TAMRA ssDNA deamination fluorescence; inhibition, % at 20 µM; 330,000 compounds, 0.41% hits; AID 493011;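 active = at least 40% inhibition at 20 µM here, with at most 30% in a related deaminase screen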;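 note: plate controls were A3A with DMSO for no effect and wells lacking A3A enzyme for full effect; some results filed as inactive read as strong as hits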
Target sequence (P31941 whole entry, looked up): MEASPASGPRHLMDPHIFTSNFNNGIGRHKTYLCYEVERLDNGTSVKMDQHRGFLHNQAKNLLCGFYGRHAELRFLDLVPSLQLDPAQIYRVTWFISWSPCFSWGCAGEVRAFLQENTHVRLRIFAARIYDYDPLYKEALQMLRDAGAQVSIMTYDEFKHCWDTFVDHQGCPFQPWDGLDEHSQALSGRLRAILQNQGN
CCR6 antagonist – antagonists of human CCR6 receptor; CHO-K1 CCR6 PathHunter beta-arrestin, luminescence, CCL20-stimulated; inhibition, % at 20 µM; 340,000 compounds, 0.49% hits; AID 493098;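 active = compounds whose inhibition of the agonist-driven luminescence signal at 20 µM reaches about 50%, limit read from the data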;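 note: cells stimulated with CCL20 at 14 nM final; plate controls were DMSO with CCL20 for no effect and DMSO without agonist for full effect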
Target sequence (P51684 whole entry, looked up): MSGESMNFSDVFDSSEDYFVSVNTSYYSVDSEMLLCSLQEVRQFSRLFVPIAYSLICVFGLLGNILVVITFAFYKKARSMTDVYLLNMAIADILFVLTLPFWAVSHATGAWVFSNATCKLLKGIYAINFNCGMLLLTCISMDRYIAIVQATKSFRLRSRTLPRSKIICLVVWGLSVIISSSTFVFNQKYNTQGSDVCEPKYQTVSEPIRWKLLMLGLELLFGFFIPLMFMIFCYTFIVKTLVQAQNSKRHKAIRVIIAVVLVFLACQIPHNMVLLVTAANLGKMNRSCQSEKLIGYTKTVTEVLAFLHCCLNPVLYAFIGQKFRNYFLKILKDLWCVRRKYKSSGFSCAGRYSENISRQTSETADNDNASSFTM
APOBEC3G inh – inhibitors of human APOBEC3G DNA deaminase | inhibition, % at 20 µM | recombinant A3G, ssDNA deamination FAM/TAMRA fluorescence | 330,000 compounds, 0.28% hits;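 active = inhibition of at least 40% at 20 µM, with no more than 30% in the related APOBEC3A deaminase screen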;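 note: plate controls were DMSO wells with A3G for no effect and wells lacking A3G enzyme for full effect; some compounds called inactive have numbers as strong as hits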
EBI2 antag – blocks human EBI2 receptor beta-arrestin signaling. 360,000 compounds, 0.81% hits. EBI2 beta-arrestin recruitment, luminescence, 7a,25-OHC stimulated. inhibition, % at 5 µM. P32249; in the data active = inhibition above about 38%;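 note: enzyme fragment complementation signal reports receptor beta-arrestin coupling in cells; 0% = agonist plus DMSO wells and 100% = wells without agonist; some results beyond the cut were filed as inactive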
Target sequence (P32249 whole entry, looked up, the tested form may be a part): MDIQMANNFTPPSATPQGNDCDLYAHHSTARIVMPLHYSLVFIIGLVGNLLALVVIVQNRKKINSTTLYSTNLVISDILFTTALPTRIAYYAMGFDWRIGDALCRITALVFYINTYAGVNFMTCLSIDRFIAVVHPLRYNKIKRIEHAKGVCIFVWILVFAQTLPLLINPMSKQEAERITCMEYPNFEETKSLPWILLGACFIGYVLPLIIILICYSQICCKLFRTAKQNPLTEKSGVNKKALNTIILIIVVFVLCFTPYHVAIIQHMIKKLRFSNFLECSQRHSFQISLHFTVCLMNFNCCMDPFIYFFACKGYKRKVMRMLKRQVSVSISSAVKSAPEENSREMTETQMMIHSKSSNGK
Active calls of the source: *; nt = not tested or not shown.

SMILES	Gli-Sufu block	NR3A LBD binder	CXCR6 inh	MPTP block	APOBEC3A inh	CCR6 antagonist	APOBEC3G inh	EBI2 antag
COC(=O)C(NC(C)=O)(Nc1nc2c(C)cc(C)cc2s1)C(F)(F)F (centres undefined)	6	-2	-1	-6.9	-2	12	-5	7
COCC1CCCN(Cc2nc(-c3ccc4c(c3)OCO4)no2)C1 (centres undefined)	-50	-99	-2	-0.4	-1	9	-3	-2
Cn1c(=N)n(CC(O)c2ccco2)c2ccccc21 (centres undefined)	-2	2	-5	14	3	6	-1	-8
Cc1ccc2nc(SCC(=O)NNC(=O)c3ccccc3)[nH]c2c1	-7	-2	-1	-1.3	0	2	-7	-11
Cc1ccc(C(=O)N2CCCC(N3CCN(c4ccccc4C)CC3)C2)c(=O)[nH]1 (centres undefined)	15	0	-1	0.5	3	0	2	2
COc1cccc(CC(=O)OC(C)C(=O)Nc2ccc(N3CCOCC3)cc2)c1 (centres undefined)	31	nt	-5	5.8	-8	-8	-13	-5
O=C(CSc1nc2ccccc2o1)NCCOc1ccccc1	5	1	-13	-1.0	-1	3	-4	-1
Cc1ccc2c(c1)NC(=O)[C@@]1(C)[C@@H](c3ccccc3)[C@H]3COc4ccc(Cl)cc4[C@@H]3N1C2=O	-7	-2	7	0.9	-4	-7	-2	-8
CCCCNc1nc(N(C)c2ccccc2)nc(-n2ccnc2)n1	14	2	1	10	3	21	-5	19
Cc1ccc(CNC(=O)Cn2nnc(C(=O)Nc3cc(C)ccc3C)c2N)cc1	-10	15*	11	-0.5	1	6	-4	-5
O=C(N/N=C/c1cccc(O)c1)c1ccc(COc2ccccc2Br)cc1	-12	35*	4	5.0	-1	-1	-3	-1
COc1ccc(C)cc1NC(=O)C/C(C)=N/NC(=O)Cc1cccc2ccccc12	-14	3	9	-0.6	-2	15	-7	12
Cc1cc(C)c2c(N)c(C(=O)N3CCc4ccccc4C3)sc2n1	-8	-1	10	0.4	-1	22	-9	7
O=C(CCN1C(=O)/C(=C\C=C\c2ccccc2)SC1=S)Nc1ccccc1C(=O)O	-1	2	17	0.8	-1	20	-7	0
COc1ccccc1NS(=O)(=O)c1ccc(C)c(NC(=O)NCCCl)c1	13	1	-2	0.1	-2	10	9	-6
N/C(Cc1ccc(Cl)cc1)=N\OC(=O)c1ccc2ccccc2c1	4	-21	-8	-0.6	1	-6	0	48*
CC1CCN(C(=S)NC(=O)c2ccccc2)CC1	4	1	-2	-0.3	3	6	-6	-6
CCc1cc(=O)oc2cc(OCC(=O)NCCCN3CCOCC3)c(Cl)cc12	6	0	7	0.0	-4	3	-6	5
CC1C(=O)Nc2ccc(S(=O)(=O)N3CCCCCC3)cc21 (centres undefined)	0	0	-1	-1.7	0	-3	-9	-12
OC(COc1ccc2c(c1)OCO2)CN1CCN(c2ccccc2)CC1 (centres undefined)	-12	1	6	-0.8	1	8	2	8
COc1cc(/C=C/C(=O)NC2CCCCC2)cc(OC)c1OC	1	-2	2	1.0	-5	19	-7	1
Cc1ccccc1C(=O)NC(NC(=S)Nc1ccc(S(N)(=O)=O)cc1)C(Cl)(Cl)Cl (centres undefined)	1	-1	10	-1.3	2	16	-3	-3
CC(=O)c1c(NCc2ccccc2)nc(=O)n(-c2ccccc2)c1C	-9	0	-11	1.4	0	8	-2	-10
C=C(C)C1CC=C(C)/C(=N/NC(=O)c2ccc(NC(=O)CCC)cc2)C1 (centres undefined)	3	0	-4	-1.5	2	3	-3	-11
O=C(O)c1ccc(NCc2ccc(Br)cc2)cc1	2	-1	-8	-0.3	1	-5	-5	4
COc1cc(CNCC(C)C)cc(Br)c1OCC(=O)Nc1ccccc1	6	2	-10	-5.7	0	3	-7	-3
O=C(NNS(=O)(=O)c1cc(Cl)cc(Cl)c1)c1sccc1-n1cccc1	3	-4	0	2.5	-1	2	-3	-15
Cc1cc(C)n2nnnc2n1	2	2	-5	0.6	1	4	-2	-4
COc1ccc2c(c1)NC(c1ccc(N(C)C)cc1)c1cccn1-2 (centres undefined)	-2	-3	2	2.2	-2	8	-3	-2
N#Cc1ccccc1OCC(=O)NCC(c1ccc(F)cc1)N1CCOCC1 (centres undefined)	-11	-1	3	1.3	-2	3	-9	-3
CCC(Sc1nc(-c2ccccc2)c(C#N)c(=O)[nH]1)C(=O)Nc1nnc(C)s1 (centres undefined)	-6	-10	-2	0.4	16	10	4	-7
CC(C)CC(NC(=O)C(NC(=O)OC(C)(C)C)C(C)C)C(=O)NC(CCC(=O)OCc1ccccc1)C(N)=O (centres undefined)	6	0	0	-1.6	2	8	-3	-9
COc1cc(/C=N/NC(=O)COc2ccc(C)cc2)ccc1OC(=O)c1cccs1	-6	3	-2	1.3	-3	9	-4	24
COc1ccc(C(=O)c2cc([N+](=O)[O-])ccc2N2CCOCC2)cc1	53	-1	-1	0.8	nt	12	nt	-11
COc1cccc(N/C(C)=C/C(=O)c2ccc(Br)cc2)c1	-59	1	8	10	-2	-11	-4	1
COC(=O)Nc1ccc(S(=O)(=O)NNC(=O)c2c(O)c3ccccc3[nH]c2=O)cc1	-1	-1	3	-0.5	-2	-2	-9	-8
Cc1cc(C)nc(NS(=O)(=O)c2ccc(NC(=O)C3COc4ccccc4O3)cc2)n1 (centres undefined)	-4	3	0	-0.2	-2	-1	-6	-6
CC12CCC(C(=O)NCc3ccc4c(c3)OCO4)(CC1=O)C2(C)C (centres undefined)	-13	-1	-3	0.1	2	4	11	-14
O=C(CC(CC(=O)c1ccc(Cl)cc1)c1ccccc1C(=O)O)c1ccc(Cl)cc1	0	-1	-2	0.4	-3	9	-9	5
CC(=O)Nc1ccc(C(F)(F)F)cc1Cl	-1	-1	2	0.5	-3	15	-10	6
CCOC(=O)COc1cccc2c(=O)n(CC(=O)N3CCc4ccccc43)ccc12	1	-2	-3	0.3	-3	-3	-2	-1
CCCCCCc1nc(C(N)=O)c2[nH]c(=O)n(-c3ccc(OC)cc3OC)c2n1	-21	0	-7	0.3	0	1	-2	8
Cc1cc(=O)n2c3c(cccc13)CCC2	2	-3	-5	1.5	-1	4	-3	-4
CCCn1nc2cc(C(=O)NCCCCc3ccccc3)ccc2c1OCC	2	2	6	1.0	-5	19	-10	0
Cc1ccc(F)cc1NC(=O)C1CCN(c2cnccn2)CC1	2	0	-6	0.5	-3	-4	-9	-15
O=C(Nc1cccc(Cl)c1)N1CCN(Cc2ccccc2)CC1	-25	0	24	-2.0	-4	-3	-2	14
Cc1cc(=O)n2c(C(=O)Nc3ccc(C)c(C)c3)c(C(=O)Nc3ccccc3)sc2n1	5	2	-10	-3.2	-2	9	-7	-3
COc1ccccc1C(=O)N/C(=C/c1cccc([N+](=O)[O-])c1)C(=O)Nc1cccc(C(=O)O)c1	0	-1	6	-0.6	-5	8	-8	-7
O=S(=O)(c1ccccc1)N(C1=NCCS1)S(=O)(=O)c1ccccc1	9	-4	2	-2.0	0	3	0	-30
CC(NC(=O)[C@H](NC(=O)[C@@H]1Cc2ccccc2CN1)c1ccccc1)c1ccccc1 (some centres undefined)	2	-1	-1	2.6	2	8	-8	-1
O=c1ccc(OCCOc2ccccc2)nn1-c1ccccc1	2	-6	11	-3.5	-2	-6	0	-7
O=C(/C=C/c1ccccc1[N+](=O)[O-])NCCCN1CCCC1=O	-12	1	3	-0.5	-1	6	-3	5
COc1c(F)cccc1C1=CC(=O)C[C@H](c2ccc3c(c2)OCO3)C1	-5	-1	5	-1.0	-2	22	-2	12
CCOC(=O)C1=C(N)OC2=C(C(=O)CCC2)C1c1cccs1 (centres undefined)	4	2	-2	0.6	-5	9	-8	-1
CC(C)c1cc(C(=O)O)n[nH]1	-2	-3	2	0.5	-7	3	-5	4
COc1ccc(CN(CC(=O)NCC2CCCO2)C(=O)CCC(=O)Nc2nccs2)cc1 (centres undefined)	-14	-1	-12	-2.0	-1	-10	-3	2
CC12CCC(C(=O)N(c3ccccc3Cl)C1=O)C2(C)C (centres undefined)	-1	-1	7	0.1	-3	-4	-5	2
Cc1[nH]n(-c2cccc(Cl)c2)c(=O)c1C=NC12CN3CN(CN(C3)C1)C2	0	-3	9	-0.3	-4	1	-9	1
Cn1c(=O)c2[nH]c(CCCCCCCCc3nc4ccccc4[nH]3)nc2n(C)c1=O	57*	0	-7	102*	nt	11	nt	-1
CNS(=O)(=O)c1cccc(C(=O)OCC(=O)N2CCc3ccccc3C2)c1	-8	-1	-5	-0.4	6	10	2	-7

Only Gli-Sufu block and NR3A LBD binder, for 5 of the compounds above:
| mol | Gli-Sufu block | NR3A LBD binder |
| --- | --- | --- |
| Cn1c(=O)c2[nH]c(CCCCCCCCc3nc4ccccc4[nH]3)nc2n(C)c1=O | 57* | 0 |
| CC(NC(=O)[C@H](NC(=O)[C@@H]1Cc2ccccc2CN1)c1ccccc1)c1ccccc1 (some centres undefined) | 2 | -1 |
| O=c1ccc(OCCOc2ccccc2)nn1-c1ccccc1 | 2 | -6 |
| CNS(=O)(=O)c1cccc(C(=O)OCC(=O)N2CCc3ccccc3C2)c1 | -8 | -1 |
| O=C(/C=C/c1ccccc1[N+](=O)[O-])NCCCN1CCCC1=O | -12 | 1 |

(further entries)
SMILES	Gli-Sufu block	NR3A LBD binder	CXCR6 inh	MPTP block	APOBEC3A inh	CCR6 antagonist	APOBEC3G inh	EBI2 antag
CCC(=O)Nc1nc(OC)cc(OC)n1	-15	-1	-2	9.5	-2	-20	-7	-5
CN1CCN(S(=O)(=O)c2ccc(C(=O)NC3CCCCC3)cc2)CC1	-14	-2	8	-0.4	nt	7	nt	-11
Cc1ccccc1NC(=O)/C(=C\c1cccs1)NC(=O)c1ccccc1	10	-2	0	1.0	-4	6	-5	-2
CN(C(=O)CCN1CCCO1)C1CCCN(Cc2ccccc2F)C1 (centres undefined)	40	0	4	0.1	-6	5	-7	2
Cc1nc(C(=O)N(C)C)nn1-c1ccc([N+](=O)[O-])cc1	1	0	9	-1.5	-2	6	11	-7
CN(/C(=N\S(=O)(=O)c1ccccc1)c1ccccc1)c1ccc(O)cc1	-4	-2	2	3.0	-3	1	-8	-2
O=C(CSc1nc2cc3c(cc2c(=O)n1CCC1=CCCCC1)OCO3)NCc1ccco1	38	0	6	6.8	3	14	9	13
COc1ccccc1CN1C(=O)c2ccccc2C1C(=O)NC1CCC(C)CC1 (centres undefined)	2	-4	1	1.7	-4	11	-2	1
CC(NS(=O)(=O)c1ccc(F)cc1)C(c1cccs1)N1CCN(C)CC1 (centres undefined)	-9	0	-4	3.4	1	7	-6	-11
CCCCn1c(N)c(N(CC(C)C)C(=O)Cn2c(=O)oc3ccccc32)c(=O)[nH]c1=O	6	-3	0	-1.8	1	5	-9	8
CCOc1ccc(OCCC(=O)OCC(=O)NNC(=O)c2ccccc2)cc1	12	nt	-5	-1.1	3	0	4	1
Cc1ccc(S(=O)(=O)/N=C(/c2ccc(F)cc2)N(C)C)cc1	-31	-2	8	-0.4	-3	1	-1	-14
c1ccc(Oc2cccc(CN3CCCCC3)c2)cc1	9	3	8	-0.2	-5	14	-6	-9
Clc1ccc(CN2C3=NCCCN3c3ccccc32)cc1Cl	3	-2	4	-1.7	0	16	-8	2
COC(=O)/C(=C/Nc1ccc(O)cc1)[N+](=O)[O-]	8	1	-2	-0.4	-3	-4	-3	-9
COc1ccc(OC)c(/C=C/C(=O)OCC(=O)Nc2ccc3c(c2)OCCO3)c1	-1	-2	0	-5.2	-9	4	-8	0
Cc1cc(C)n(-c2ccc(C(=O)Oc3ccc4c(c3)OCO4)cc2)n1	0	-1	1	-2.5	-1	19	-2	1
O=C(c1ccc(N2CCCC2=O)cc1)N1CCN(c2ccccc2Cl)CC1	6	1	0	-1.3	-1	8	-2	22
O=C(O)c1ccccc1C(=O)N(Cc1ccccc1)Cc1ccccc1	10	-2	-6	0.7	-4	-12	-6	6
O=C(N/N=C/c1ccc2c(c1)OCO2)c1ccccn1	-21	0	-3	-0.6	0	-1	-4	0

2 entries picked at random from those above:
SMILES	Gli-Sufu block	NR3A LBD binder	CXCR6 inh	MPTP block	APOBEC3A inh	CCR6 antagonist	APOBEC3G inh	EBI2 antag
COC(=O)/C(=C/Nc1ccc(O)cc1)[N+](=O)[O-]	8	1	-2	-0.4	-3	-4	-3	-9
c1ccc(Oc2cccc(CN3CCCCC3)c2)cc1	9	3	8	-0.2	-5	14	-6	-9
